Screens as filed in PubChem.
HEK293 tox: cytotoxicity counter-screen for GLP-1 receptor inverse agonists; HEK293 cAMP-luciferase reporter cells, luminescence, 24 h; Potency, µM (top dose mostly 38.3 µM), for inactives: top-dose activity change, negative = inhibition, actives largely listed as inhibitors; 410,000 tested, 0.13% active; AID 624418;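 also: loss of luciferase light is scored as toxicity; potency is read from the fitted curve at half-maximal effect; % is scaled to controls: 0 for no effect and ±100 for the full control effect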
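MLSMR compounds, 24 hr on cells at 37 deg C/5% CO2; luminescence after luciferase reagent (12 min RT). Inhibition counted as the undesired cytotoxic outcome.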
GLP1R inv ag: acts as inverse agonist at human GLP-1 receptor; HEK293 GLP-1R CRE-luciferase, luminescence, 24 h; GLP-1R form is constitutively active; 410,000 tested, 1.6% active; Potency, µM (series often up to 38.3 µM), for inactives: at the top dose activity change, negative = inhibition, actives largely listed as inhibitors; P43220; also: potency is read from the fitted curve at half-maximal effect; % is scaled to controls: 0 for no effect and ±100 for the full control effect; nearly all actives have a fitted effect of over 55% in size
Target sequence (P43220 whole entry, looked up): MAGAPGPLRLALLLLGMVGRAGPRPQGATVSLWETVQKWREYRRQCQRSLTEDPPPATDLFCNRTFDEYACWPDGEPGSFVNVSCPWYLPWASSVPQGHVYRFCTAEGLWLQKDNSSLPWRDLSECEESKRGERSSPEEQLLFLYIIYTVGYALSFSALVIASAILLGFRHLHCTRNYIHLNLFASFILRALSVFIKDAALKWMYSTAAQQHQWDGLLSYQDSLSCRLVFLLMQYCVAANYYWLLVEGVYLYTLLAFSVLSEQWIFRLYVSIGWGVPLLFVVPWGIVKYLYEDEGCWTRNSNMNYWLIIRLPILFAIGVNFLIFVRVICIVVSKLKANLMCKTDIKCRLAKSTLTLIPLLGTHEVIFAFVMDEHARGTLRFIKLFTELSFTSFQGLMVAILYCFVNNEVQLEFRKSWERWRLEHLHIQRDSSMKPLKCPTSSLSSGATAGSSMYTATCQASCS
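Luminescence readout: a drop in cAMP-driven luciferase signal flags inverse agonism at a constitutively active GLP-1R stably expressed in HEK293. Compound exposure lasted 24 hr at 37 deg C, 5% CO2.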
DRD3 antagonist: antagonists of human D3 dopamine receptor. P35462. D3R cells, DiscoveRx beta-arrestin luminescence, antagonist mode; stronger effect = lower value. max response, negative = inhibition, %. 360,000 tested, 2.5% active; in the data active = max response below about -50%; inconclusive = no clear call, values can overlap the other calls; also: % is scaled to controls: 0 for no effect and ±100 for the full control effect; mostly tested at two doses, the higher about 12 µM
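Cells plated overnight at 1500 cells/well, then exposed to library compounds with dopamine controls for 90 minutes at 37 degrees C. DiscoveRx reagent added for 30–60 minutes at room temperature; luminescence read, quantitative HTS format.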
KB-V1 cytotox: KB-V1 MDR subline cytotoxicity; KB-V1 MDR cells viability, CellTiter-Glo, 72 h; Potency, µM (doses to about 46.1 µM), without a hit: at the highest dose activity change, negative = cytotoxicity, most hits filed as cytotoxic; 400,000 tested, 3.4% active; also: potency is read from the fitted curve at half-maximal effect; % is scaled to controls: 0 for no effect and ±100 for the full control effect; nearly all actives have a fitted effect of over 60% in size
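Compound-treated KB-V1 multidrug-resistant cells, 72 h, 37 degrees C; viability by CellTiter-Glo. Fitted qHTS curves give the values.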
aSyn rescue: inhibitors of alpha-synuclein toxicity in yeast; Yeast expressing alpha-synuclein, growth rescue, BacTiter-Glo, 24 h; Potency, µM (series often up to 46.1 µM), for the others: at the top dose growth rescue (activation), usual class: activators; 370,000 tested, 0.14% active; AID 652106; also: potency is read from the fitted curve at half-maximal effect; % of control where 0% means no effect; nearly all actives have a fitted effect of over 65% in size
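Screening used galactose-induced yeast with toxic alpha-synuclein levels, exposed to compound for 24 hr at 30 deg C. Cell growth, read with BacTiter-Glo luminescence, gave the measured signal.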
TDP-43 yeast inh: inhibitors of TDP-43 toxicity in yeast. AID 652104. TDP-43 expressing yeast growth rescue, BacTiter-Glo, 24 h. 410,000 tested, 1.8% active. Potency, µM (top dose mostly 46.1 µM), inactives show at the top dose growth rescue (activation), hits mostly activators; also: potency is read from the fitted curve at half-maximal effect; % of control where 0% means no effect; nearly all actives have a fitted effect of over 50% in size
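Luminescence from BacTiter-Glo reports growth of TDP-43-expressing yeast after 24 hr at 30 deg C with compound. Cells were raffinose-pregrown to mid-log, then seeded in galactose medium at OD600=0.02.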
PTHR1 ag: agonists of human PTHR1 parathyroid hormone receptor; Q03431; HEK293 GP2 PTHR1 cells, GloSensor cAMP luminescence, 1 h; Potency, µM (doses to about 115 µM), for inactives: at the top dose activation, most hits filed as activators; 410,000 tested, 0.075% active; also: potency is read from the fitted curve at half-maximal effect; nearly all actives have a fitted effect of over 55% in size; some results filed as inactive show a strong effect at the top dose; inactives centre near -15; many of its hits are not listed in these tables
Target sequence (Q03431 whole entry, looked up): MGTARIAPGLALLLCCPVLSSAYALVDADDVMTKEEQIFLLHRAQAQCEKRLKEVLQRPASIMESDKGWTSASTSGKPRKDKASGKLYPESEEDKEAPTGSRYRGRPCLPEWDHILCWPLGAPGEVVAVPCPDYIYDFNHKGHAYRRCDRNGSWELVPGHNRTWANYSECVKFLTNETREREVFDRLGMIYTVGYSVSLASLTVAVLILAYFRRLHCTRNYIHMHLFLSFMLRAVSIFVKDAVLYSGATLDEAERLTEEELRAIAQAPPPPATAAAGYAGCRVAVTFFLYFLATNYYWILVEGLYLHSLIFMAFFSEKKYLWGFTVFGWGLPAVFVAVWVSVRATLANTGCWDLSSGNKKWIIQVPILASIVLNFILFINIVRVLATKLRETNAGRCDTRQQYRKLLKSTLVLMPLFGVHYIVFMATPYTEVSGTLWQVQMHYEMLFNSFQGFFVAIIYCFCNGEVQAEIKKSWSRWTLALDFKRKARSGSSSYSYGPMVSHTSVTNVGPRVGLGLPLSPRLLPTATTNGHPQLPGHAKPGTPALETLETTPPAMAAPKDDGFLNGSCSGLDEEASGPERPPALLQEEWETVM
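HEK-293-derived GP2 cells expressing PTHR1 and a GloSensor cAMP reporter, 3,000/well, plated overnight, given luciferin plus IBMX (each 0.5 mM as added) for 1 h at 37 °C, then compound for 1 h at 37 °C. Luminescence was read after 15 min at room temperature.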
GLP-1R agonist: agonists of human GLP-1 receptor. P43220. HEK293 GLP-1R CRE-luciferase, luminescence, 4-6 h; cells express a hypersensitive GLP-1R form. Potency, µM (titrated, usually from 45.6 µM), without a hit: at the highest dose activation, actives largely listed as activators. 380,000 tested, 0.007% active. AID 624172; also: potency is read from the fitted curve at half-maximal effect; % of control where 0% means no effect
D3 ag: agonists of human D3 dopamine receptor; max activation, %; P35462; D3R DiscoveRx beta-arrestin cells, luminescence, 90 min; 410,000 tested, 0.58% active; in the data active = max activation above about 30%; also: 0% is about no effect; mostly tested at two doses, the higher about 12 µM
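Agonist-mode cell screen: cells plated at 1500/well and incubated overnight at 37 °C, then exposed to library compounds for 90 min at 37 °C. Detection reagent was added for 30–60 min at room temperature, and luminescence was read.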
Numbers without * were called inactive; i = inactive; ? = inconclusive; · = not tested or not shown; [ ] = remark or other dose. Unless noted, calls follow the shape of the dose curve; as a rule, active = well fitted curve in the direction sought with a large enough effect; inconclusive = small, poorly fitted or top-dose-only effect, or another doubt; inactive = no such curve, though single readings can be large; an effect the other way counts as inactive or inconclusive. A portion of the library. The share of hits here may be higher or lower than overall.

SMILES	HEK293 tox	GLP1R inv ag	DRD3 antagonist	KB-V1 cytotox	aSyn rescue	TDP-43 yeast inh	PTHR1 ag	GLP-1R agonist	D3 ag
O=C(O)C1CCC(NSc2ccccc2[N+](=O)[O-])CC1 (stereo not given)	-2%	-3%	-4	?	-4%	?	-8%	-3%	0
CCCn1c(=O)c2ccccc2n2c(SCC(=O)NCc3cccs3)nnc12	-9%	8%	19	0%	5%	12%	i	1%	-12
CC(=O)N1c2ccc(S(=O)(=O)NCC3CCC(C(=O)NC4CCCCC4)CC3)cc2CC1C (stereo not given)	-1%	4%	-1	?	1%	-13%	-36%[inhibitor]	0%	2
Cc1oc2c(C)c3oc(=O)c(CCC(=O)NCCCn4ccnc4)c(C)c3cc2c1C	8%	0%	-18	12%	-6%	13%	-14%	4%	15
O=C(C[n+]1cccc2ccccc21)c1ccc(Br)cc1	3%	-19%	-20	0%	-3%	-7%	0%	-6%	0
Cc1ccc(C(=O)c2c3ccc(C(F)(F)F)cc3nn2CCC(N)=O)cc1	0%	9%	22	-8%	6%	23%	0%	5%	6
CCC(C)N1C(=O)/C(=C/c2c(NCCCOC(C)C)nc3c(C)cccn3c2=O)SC1=S (stereo not given)	15%	-2%	25	6.5µM*	1%	0%	i	-3%	3
COc1cccc(Nc2ncnc3sccc23)c1	6%	47%[activator]	-13	21%	-9%	?	-9%	16%	-12
CCOc1ccccc1CN1CCN(CC2CC2)CC1CCO (stereo not given)	-3%	8%	-17	18%	-2%	-6%	-39%[inhibitor]	5%	-15
CN(CC(=O)N1CCN(c2ccccn2)CC1)S(=O)(=O)c1cccc2nsnc12	-3%	2%	-5	-17%	2%	-5%	i	1%	0
COC(=O)[C@]1(Cc2ccccc2)N[C@H](CN(C)S(=O)(=O)c2ccc(OC(F)(F)F)cc2)[C@@H]2C(=O)N(C)C(=O)[C@@H]21	4%	0%	6	0%	9%	10%	i	5%	-7
Clc1ccc(-n2nnc(-c3cccnc3Cl)n2)cc1Cl	0%	11%	1	-4%	-2%	-5%	-45%[inhibitor]	8%	0
FC(F)(F)c1cc(Nc2ccccc2)nc(-c2ccccn2)n1	?	3.5µM*	-5	13%	2%	16%	i	14%	-2
Cc1oc(-c2cc3c(cc2Cl)OCO3)nc1CN1CCCC1c1ccc(F)cc1 (stereo not given)	0%	?	-3	?	-9%	-3%	i	27%	-10
CCC(OC(=O)C(C)N1C(=O)C(=O)c2ccccc21)C(=O)Nc1ccccc1OC (stereo not given)	-15%	9%	-23	-15%	3%	15%	-21%	8%	-10
COc1ccc(CNC(=O)CSCc2cccc(Cl)c2)cc1	25%	?	-23	?	6%	21%	-11%	0%	-1
COc1ccc([N+](=O)[O-])cc1NC(=O)COC(=O)Cn1cnc2ccccc2c1=O	-3%	2%	-24	1%	0%	-8%	i	-4%	-9
CSc1ncccc1C(=O)Nc1ccc(S(=O)(=O)Nc2nccs2)cc1	6%	56%[activator]	4	-6%	3%	-5%	-24%	-2%	5
O=C(Nc1cccc(F)c1)c1ccc2oc(=O)n(Cc3ccccc3)c2c1	-18%	-23%	·	-2%	·	2%	-19%	·	7
Cc1ccc(S(=O)(=O)N(CC(=O)NCCSc2ccccn2)c2cc(C)cc(C)c2)cc1	-16%	?	32	-29%	-15%	-19%	-12%	3%	-16

Compound profiles, as listed above.
CCC(C)N1C(=O)/C(=C/c2c(NCCCOC(C)C)nc3c(C)cccn3c2=O)SC1=S (stereo not given) as listed: HEK293 tox: 15%; GLP1R inv ag: -2%; DRD3 antagonist: 25; KB-V1 cytotox: 6.5µM*; aSyn rescue: 1%; TDP-43 yeast inh: 0%; PTHR1 ag: i; GLP-1R agonist: -3%; D3 ag: 3
FC(F)(F)c1cc(Nc2ccccc2)nc(-c2ccccn2)n1 as listed: HEK293 tox: ?; GLP1R inv ag: 3.5µM*; DRD3 antagonist: -5; KB-V1 cytotox: 13%; aSyn rescue: 2%; TDP-43 yeast inh: 16%; PTHR1 ag: i; GLP-1R agonist: 14%; D3 ag: -2

Returning to the listing, repeating the 2 entries before the break.
SMILES	HEK293 tox	GLP1R inv ag	DRD3 antagonist	KB-V1 cytotox	aSyn rescue	TDP-43 yeast inh	PTHR1 ag	GLP-1R agonist	D3 ag
O=C(Nc1cccc(F)c1)c1ccc2oc(=O)n(Cc3ccccc3)c2c1	-18%	-23%	·	-2%	·	2%	-19%	·	7
Cc1ccc(S(=O)(=O)N(CC(=O)NCCSc2ccccn2)c2cc(C)cc(C)c2)cc1	-16%	?	32	-29%	-15%	-19%	-12%	3%	-16
Cc1ccc(-n2nc(C(=O)NCc3ccco3)c3c4ccccc4n(C)c3c2=O)cc1	-10%	8%	1	-2%	0%	1%	i	-5%	1
COc1ccc2nc(NC(=O)c3ccc(S(=O)(=O)N4CCCC(C)C4)cc3)sc2c1 (stereo not given)	-4%	12%	·	-2%	·	22%	i	·	-1
Cc1ccc(C(=O)Nc2ccc([N+](=O)[O-])cn2)o1	4%	7%	-13	?	-11%	8%	-5%	4%	-8
CCc1c(C)sc(NC(=O)/C=C/c2ccc3c(c2)OCO3)c1C(=O)OC	2%	-12%	5	?	1%	11%	i	-11%	7
O=C(Nc1ccncc1)Nc1cccc(Cl)c1Cl	0%	?	-1	14%	-4%	-18%	i	-1%	-12
Cc1cc(C)cc(OCC(=O)Nc2ccc(N3CCN(S(C)(=O)=O)CC3)cc2)c1	1%	19%	21	3%	2%	7%	-7%	-15%	4
O=C(N/N=C/c1c[nH]c2c1ccc1ccccc12)c1ccc([N+](=O)[O-])cc1	3%	4%	0	2%	2%	11%	i	5%	3
CN(C)CCN(C)C1CN(C2CCCC2)S(=O)(=O)C1 (stereo not given)	-6%	17%	7	10%	1%	21%	-13%	-6%	8
Cc1cc(=O)oc2cc(OCc3ccc(C(=O)N4CCN(c5ccccc5)CC4)cc3)ccc12	4%	?	15	9%	2%	?	-1%	14%	26
O=C(NC(=S)Nc1ccccc1N1CCN(C(=O)c2ccccc2)CC1)c1cccs1	19%	25%	66	-11%	3%	13%	-14%	-4%	1
O=C1CC(c2ccc(F)cc2)Cc2nc(NCC3CCCO3)ncc21 (stereo not given)	-3%	5%	30	21µM*	3%	9%	-20%[57.5 µM]	-12%	2
CN(C)c1ccc(/C=N/N=C(N)N)cc1[N+](=O)[O-]	-7%[7.66 µM]	-3%[7.66 µM]	-10	0%	-26%	-22%[9.22 µM]	i	9%	-12
CCOC(=O)c1ccc(NC(=O)CCSCCc2ccccn2)cc1	0%	-17%	2	?	1%	9%	-5%	16%	-5
O=C(NCCO)c1cc2ccccc2cc1O	127%[activator]	2%	-28	?	0%	-30%[inhibitor]	?	6%	-6
NCCCC[C@@H]1NC(=O)c2cc([N+](=O)[O-])cc(F)c2NCCCC[C@@H](C(N)=O)NC(=O)[C@H](CCC(N)=O)NC1=O	-4%	3%	0	?	-5%	?	-11%	3%	9
Cc1cc(NC(=O)C(C)SCC(=O)Nc2ccccc2OC(F)F)no1 (stereo not given)	-3%	-17%	-13	-15%	-6%	-6%	-7%	1%	-10
CC(NCc1cc(Br)ccc1OCC(=O)NCc1ccccc1)c1ccccc1 (stereo not given)	?	?	-18	10%	3%	29%	-15%	14%	-8
CCCCOc1ccc(C(=O)N/C(=C/C=C/c2ccccc2)C(=O)NC)cc1	-2%	?	-18	8%	0%	6%	-8%	3%	-9
CCOC(=O)N/N=C(C)/C=C/c1ccco1	0%	48%[activator]	22	?	10%	-14%	i	9%	-1
CCCCCN(C(=O)CCC(=O)OCC(=O)N1CCC(C)CC1)c1c(N)n(CCCC)c(=O)[nH]c1=O	3%	-6%	-6	?	-4%	18%	-6%	-2%	-22
COc1ccc(CCCNC(=O)C2Cc3c(-c4ccc5c(c4)OCO5)ccnc3O2)cc1 (stereo not given)	?	?	8	?	-13%	0%	-7%	19%	-6
C/C=C(\C)C(=O)NCCN1C2=NC[C@H](C)N2C[C@@H]1Cc1ccc(OC)cc1	5%	17%	9	-2%	-5%	16%	-23%	-3%	-8
Cc1cc2c(ncn2C)c(NS(=O)(=O)c2ccc(Cl)cc2)c1C	-12%	?	7	5%	-6%	-18%[0.397 µM]	-17%	28%	2
Cc1ccc(S(=O)(=O)N2CCN(C(=O)COC(=O)c3ccccc3Cl)CC2)c(C)c1	-23%	?	28	-1%	24%	25µM*	-33%[inhibitor]	6%	3
Cc1cc2c(cc1C)C(c1cccc([N+](=O)[O-])c1)CC(=O)N2 (stereo not given)	-17%	3%	19	?	19%	7%	-20%	10%	3
O=C1CCCN1CCCNC(=S)Nc1ccc(Br)cc1Cl	6%	8%	-3	-5%	1%	6%	-28%	-2%	-1
Cc1ccc(S(=O)(=O)N(C)C)cc1NC(=O)Nc1ccccc1F	0%	-11%	-14	7%	0%	-5%[1.82 µM]	i	3%	-15
COc1ccc(OC)c(CN2CCC(N3CCC(C(=O)NC4CC4)CC3)CC2)c1	-3%	?	11	19%	16%	5%	i	-2%	4
Cc1ccc(NP(=O)(c2ccc(N(C)C)cc2NC(=O)c2cccs2)N2CCOCC2)cc1 (stereo not given)	20%	10%	8	7%	8%	3%	i	11%	2
COc1cc(/C=C2\CCC(C3CCCC3)C2=O)ccc1OC(C)C (stereo not given)	-1%	-4%	-6	-2%	14%	-15%	i	6%	-5
COc1ccc(-c2cnnc(N/N=C/c3ccc(OC)c(OC)c3)n2)cc1	?	10%	11	?	-22%	0%	?	11%	-19
CCc1ccc(OCC(=O)Nc2cc(S(=O)(=O)CC)ccc2O)cc1	2%	1%	-14	16µM*	-4%	-17%	-30%	-1%	-4
Cc1ccc(O)c(NC(=O)CN(C)S(=O)(=O)c2ccc(Cl)cc2)c1	-5%	2%	9	-3%	2%	2%	-1%	17%	6
COc1ccc(NC(=O)Nc2nnc(Cc3ccc(OC)c(OC)c3)s2)cc1	15%	-2%	-5	?	-1%	0%	-24%	-4%	3
COC(=O)Cn1nc(C)c2c(C)n(-c3ccccc3)nc2c1=O	14%	4%	·	·	·	9%	i	·	1
